mHTT-CaM PPI inh: mHTT-calmodulin interaction abrogation; 190,000 compounds, 3.6% hits; AlphaScreen His-mHTT/GST-CaM binding, luminescence; inhibition, % at 15 µM;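 also: 0% = both proteins with DMSO and 100% = one protein alone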
Target sequence (P42858 whole entry, looked up, stated change not applied): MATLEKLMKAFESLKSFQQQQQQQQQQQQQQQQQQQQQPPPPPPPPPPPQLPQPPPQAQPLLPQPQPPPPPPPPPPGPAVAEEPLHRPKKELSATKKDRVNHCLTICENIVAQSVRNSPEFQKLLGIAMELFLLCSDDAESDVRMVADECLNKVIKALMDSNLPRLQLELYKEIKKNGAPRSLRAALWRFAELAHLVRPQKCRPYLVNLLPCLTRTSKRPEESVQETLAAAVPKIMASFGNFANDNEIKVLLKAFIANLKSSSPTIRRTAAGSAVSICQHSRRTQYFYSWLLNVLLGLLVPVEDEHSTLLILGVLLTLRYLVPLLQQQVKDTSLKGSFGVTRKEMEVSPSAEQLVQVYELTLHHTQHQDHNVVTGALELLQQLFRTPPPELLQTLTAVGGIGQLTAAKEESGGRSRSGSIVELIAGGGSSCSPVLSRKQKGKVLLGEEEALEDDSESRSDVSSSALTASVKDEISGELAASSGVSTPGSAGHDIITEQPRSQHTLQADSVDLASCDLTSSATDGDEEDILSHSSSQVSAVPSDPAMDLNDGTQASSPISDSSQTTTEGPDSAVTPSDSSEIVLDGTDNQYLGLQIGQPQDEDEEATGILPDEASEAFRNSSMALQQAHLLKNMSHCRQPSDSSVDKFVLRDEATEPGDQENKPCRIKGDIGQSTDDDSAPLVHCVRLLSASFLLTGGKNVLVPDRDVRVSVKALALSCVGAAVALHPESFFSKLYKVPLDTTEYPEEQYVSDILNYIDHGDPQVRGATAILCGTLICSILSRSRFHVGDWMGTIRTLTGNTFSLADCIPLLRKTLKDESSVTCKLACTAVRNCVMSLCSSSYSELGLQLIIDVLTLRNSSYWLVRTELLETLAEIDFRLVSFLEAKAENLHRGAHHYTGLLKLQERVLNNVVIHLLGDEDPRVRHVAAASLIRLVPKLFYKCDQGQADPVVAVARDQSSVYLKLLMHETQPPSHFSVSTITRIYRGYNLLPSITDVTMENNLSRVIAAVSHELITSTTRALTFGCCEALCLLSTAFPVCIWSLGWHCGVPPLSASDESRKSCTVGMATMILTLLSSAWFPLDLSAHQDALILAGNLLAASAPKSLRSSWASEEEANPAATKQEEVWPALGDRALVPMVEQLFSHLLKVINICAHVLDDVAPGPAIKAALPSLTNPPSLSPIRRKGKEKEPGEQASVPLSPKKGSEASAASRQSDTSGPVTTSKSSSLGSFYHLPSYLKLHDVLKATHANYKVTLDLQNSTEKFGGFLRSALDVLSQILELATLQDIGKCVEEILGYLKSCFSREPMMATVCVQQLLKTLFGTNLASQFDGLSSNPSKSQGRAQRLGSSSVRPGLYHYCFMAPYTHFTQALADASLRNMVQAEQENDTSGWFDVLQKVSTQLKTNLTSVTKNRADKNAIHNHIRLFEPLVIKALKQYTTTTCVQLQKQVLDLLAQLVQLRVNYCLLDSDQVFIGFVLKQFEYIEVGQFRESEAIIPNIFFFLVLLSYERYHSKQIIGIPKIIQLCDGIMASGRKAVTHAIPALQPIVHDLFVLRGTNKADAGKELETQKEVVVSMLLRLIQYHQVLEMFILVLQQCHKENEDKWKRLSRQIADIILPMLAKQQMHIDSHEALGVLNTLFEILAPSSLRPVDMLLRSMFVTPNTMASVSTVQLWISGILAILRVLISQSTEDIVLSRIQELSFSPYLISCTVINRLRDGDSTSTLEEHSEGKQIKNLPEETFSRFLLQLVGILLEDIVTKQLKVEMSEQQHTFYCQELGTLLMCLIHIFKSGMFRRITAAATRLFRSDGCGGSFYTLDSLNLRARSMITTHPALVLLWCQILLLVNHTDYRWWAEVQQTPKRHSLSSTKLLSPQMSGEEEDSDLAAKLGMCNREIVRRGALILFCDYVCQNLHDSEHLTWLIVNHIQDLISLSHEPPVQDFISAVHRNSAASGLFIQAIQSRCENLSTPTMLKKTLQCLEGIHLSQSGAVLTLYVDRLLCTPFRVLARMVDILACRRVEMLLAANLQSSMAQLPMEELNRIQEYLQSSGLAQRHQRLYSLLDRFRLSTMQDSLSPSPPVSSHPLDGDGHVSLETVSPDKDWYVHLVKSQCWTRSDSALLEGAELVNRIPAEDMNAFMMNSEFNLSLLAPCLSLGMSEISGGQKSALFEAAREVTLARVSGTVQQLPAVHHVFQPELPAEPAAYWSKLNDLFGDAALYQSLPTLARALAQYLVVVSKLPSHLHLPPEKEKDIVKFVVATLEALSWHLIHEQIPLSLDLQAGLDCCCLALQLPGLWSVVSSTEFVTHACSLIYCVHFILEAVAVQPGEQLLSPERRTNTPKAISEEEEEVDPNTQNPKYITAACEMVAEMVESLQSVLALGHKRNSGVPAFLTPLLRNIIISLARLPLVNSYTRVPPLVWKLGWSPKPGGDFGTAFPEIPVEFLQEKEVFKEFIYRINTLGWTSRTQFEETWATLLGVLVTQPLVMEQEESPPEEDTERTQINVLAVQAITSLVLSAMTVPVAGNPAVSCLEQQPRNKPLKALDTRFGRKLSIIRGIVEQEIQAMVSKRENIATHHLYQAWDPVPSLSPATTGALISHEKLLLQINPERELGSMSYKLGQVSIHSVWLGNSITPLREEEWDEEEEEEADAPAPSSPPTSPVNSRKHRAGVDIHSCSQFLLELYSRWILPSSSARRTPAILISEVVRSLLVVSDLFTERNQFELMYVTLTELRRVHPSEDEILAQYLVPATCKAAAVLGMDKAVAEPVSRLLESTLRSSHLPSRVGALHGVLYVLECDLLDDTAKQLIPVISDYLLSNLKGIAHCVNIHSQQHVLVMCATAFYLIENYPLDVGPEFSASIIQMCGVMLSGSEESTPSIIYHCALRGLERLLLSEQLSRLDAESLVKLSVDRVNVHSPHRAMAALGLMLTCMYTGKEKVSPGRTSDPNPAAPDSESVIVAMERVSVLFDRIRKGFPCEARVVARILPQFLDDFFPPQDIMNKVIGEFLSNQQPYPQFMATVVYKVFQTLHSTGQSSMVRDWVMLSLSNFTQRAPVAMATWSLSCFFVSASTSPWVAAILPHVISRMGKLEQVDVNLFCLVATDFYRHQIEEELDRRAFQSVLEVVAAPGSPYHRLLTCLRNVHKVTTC
Pf apPOL block: Pf-apPOL DNA polymerase inhibition; Recombinant Pf-apPOL, molecular beacon fluorescence, 1.5 h; inhibition, % at 10 µM; 210,000 compounds, 0.25% hits; AID 1794808
* hit, by the source's call; i = inactive; . = no result given; & = joins results of further samples. Rule as the data show it: active = inhibition above about 50%; inactive = the rest. Rows are unselected (roughly 3.6% active in at least one column).

SMILES	mHTT-CaM PPI inh	Pf apPOL block
O=C([C@@H]1CC=C[C@@H]2CCN(C3CCCCC3)C(=O)[C@@H]21)N1CCN(c2ccccc2)CC1	15	-5
Cc1cc(-c2ccc(S(=O)(=O)N3CCC(N4CCCCC4)CC3)s2)on1	4	4
O=C(c1ccccc1)N1CCN(C2C3CC4CC(C3)CC2C4)CC1 (stereo not drawn)	-2	-6
O=C(NC1CCN(c2nnc3ccc(Cl)cn23)CC1)c1cccnc1	-4	-2
CC(C)(C)NC(=O)c1ccc(-n2cc(CNC(=O)C3CC3)cn2)cc1	-2	-4
CC(=NCC(C)C)c1c(C)[nH]n(-c2ccc(Br)cc2Br)c1=O	1	-64
COc1ccc2c(C)c(C(=O)O)oc2c1	1	-6
O=C(Cn1c(=O)oc2ccccc21)N1CCN(c2nc3ccc([N+](=O)[O-])cc3s2)CC1	3	-6
CCn1c(N2CCCC(C(=O)NCc3cccc(F)c3)C2)cc(=O)n(C)c1=O (stereo not drawn)	14	-5
Cc1ccc(-c2cc3n(n2)CCCN(C(=O)Cc2ccccc2F)C3)cc1	25	-4
CCOCCCNC(=O)c1cc2n(n1)CCCN(Cc1cccc(F)c1)C2=O	-8	0
Nc1c(C(=O)NCCO)nnn1Cc1ccccc1	-5	-2
CCCn1ccc2sc(C)c(C(=O)NC(C)C)c2c1=O	-5	-6
Fc1ccc(N2CCN(c3nc(-c4ccc(Cl)cc4)cs3)CC2)cc1	.	0
COc1ccccc1NC(=O)c1ccc(N2CC3CC(C2)c2cccc(=O)n2C3)c([N+](=O)[O-])c1 (stereo not drawn)	18	-11
Cc1ccc(S(=O)(=O)c2cn(CC(=O)NCC3CCCO3)c3ccccc23)cc1 (stereo not drawn)	-13	-7
O=C1N2CN(C3CCCCC3)CN=C2SC1(CO)CO	3	-3
Cc1ccc2c(c1)C(=O)c1c(C(=O)O)cccc1-2	-6	-2
CCCOc1ccc2c3c(c(=O)oc2c1)CCC3	-10	1
Cc1ccc2c(c1)N(C)/C(=C/c1cccc[n+]1C)C=C2	17	-5
COc1ccc(OCCOC(=O)Nc2ccccc2)cc1	-8	3
Cc1ccc(C(=O)N2CCC(n3c(-c4ccco4)nc4cccnc43)C2)cc1F (stereo not drawn)	72*	-1
CC(C)c1ccc(OCC(=O)N2CCOCC2)cc1	-4	-8
CC1(C)CC(NC(=O)C(F)(F)F)CC(C)(C)N1O	4	-11
COc1ccccc1-c1[nH]ncc1CN1CCC(N(C)C)C(CO)C1 (stereo not drawn)	3	-7
Cc1ccc(C(=O)N2CCCN(C3CCN(Cc4ccc(F)cc4)C3=O)CC2)s1 (stereo not drawn)	17	10
CCSc1nnc2c(n1)OC(c1cc(Cl)c(O)c(OC)c1)Nc1ccccc1-2 (stereo not drawn)	-8	-2
O=C(CCCCCCC(=O)N/N=C/c1ccc([N+](=O)[O-])o1)N/N=C/c1ccc([N+](=O)[O-])o1	i	.
O=C(O)c1ccccc1-c1ccccc1C(=O)Nc1ccc(Br)cc1	5	-2
Cn1nc(C(=O)N2CCCC2(CO)Cc2ccccc2)c2ccccc21 (stereo not drawn)	42	2
CSc1cccc(NC(=O)N2CCN(C)c3ccccc32)c1	80*	-4
O=C(NCc1ccccn1)c1cc(-c2ccccc2)nc2ccccc12	20	-10
CCC(C)NC(=O)C1COC2(CCC(C)CC2)N1C(=O)c1cccc(C)c1 (stereo not drawn)	-3	-4
CCCc1cc2c(=O)c(-c3ccc4c(c3)OCO4)c(CC)oc2cc1OC(=O)CC	-13	4
Cc1nnsc1C(=O)N1CCN(c2nc3ccc([N+](=O)[O-])cc3s2)CC1	-10	-4
COCCCNC(=O)C1(C)CCC(=O)N1c1ccccc1C (stereo not drawn)	-11	-4
COc1ccccc1Nc1cc(=O)[nH]c(=O)[nH]1	-5	-4
COc1cc(OC)cc(N2CCN(C(=O)C(C)C)C(C)C2=O)c1 (stereo not drawn)	0	0
COc1cc(/C=C2/N=C(c3cccc(Cl)c3)OC2=O)cc(OC)c1OC	7	4
COc1ccc(/C=C(\C#N)c2nn(-c3ccccc3)c(N)c2C#N)cc1	11	2
CCS(=O)(=O)N1CCCC(c2nc(CNC(=O)C3CC3)cs2)C1 (stereo not drawn)	-10	-7
Cn1cc(C(=O)Nc2cccnc2)nn1	-12	0
CCCNc1cc(-n2cccn2)ncn1	8	-14
O=S(=O)(Nc1ccc(Br)cc1)c1ccc(Cl)cc1	-22	-8
Cc1oc(C2CCN(C(=O)NCc3ccco3)CC2)nc1C(=O)N1CCCCC1	7	-5
O=C(Nc1ccc(Cl)cc1F)c1cc(S(=O)(=O)N2CCCC(C(=O)O)C2)ccc1F (stereo not drawn)	8	-3
O=C(Nc1ccccc1NC(=O)c1ccco1)c1ccco1	-8	2
Cc1ccc(NC(=O)CCNC(=O)Cn2ccc3ccccc3c2=O)nc1	0	-3
O=c1[nH][nH]c(=S)n1-c1cccc(C(F)(F)F)c1	.	13
O=C1c2[nH]nc(-c3ccc(Cl)cc3)c2C(c2ccc([N+](=O)[O-])cc2)N1c1ccccn1 (stereo not drawn)	89*	-1
COc1cccc(N2CCN(C(=O)C3CCN(c4ccncc4)CC3)CC2)c1	0	0
Cc1ccccc1CN1CCCN(C)CC1	-4	-6
O=C(c1cc2cc(Br)ccc2oc1=O)N1CCSC1c1ccccc1Cl (stereo not drawn)	11	-2
FC(F)(F)Oc1ccc(C2c3ccsc3CCN2Cc2ccc[nH]2)cc1 (stereo not drawn)	.	-12
Nc1ccc(C(=O)N2CCCCC2)cc1	-14	-1
CCN1CCN(c2ccc(NC(=O)c3ccc(F)cc3Cl)cn2)C1=O	-3	0
O=[N+]([O-])c1ccc(N2CCN(S(=O)(=O)c3ccc(Cl)s3)CC2)cc1	8	-7
O=C(Nc1cccc(F)c1)c1cc(F)c(F)cc1Cl	-7&-10	-6&4
CN1c2cc(F)ccc2C(=O)NC12CCN(C(=O)NCc1cccc(F)c1)CC2	11	-11
Cc1ccc(C(=O)Nc2ccc(Cl)c(Cl)c2)cc1	-13	1

Six compounds picked at random from the list so far, as already listed:
SMILES	mHTT-CaM PPI inh	Pf apPOL block
COc1cc(OC)cc(N2CCN(C(=O)C(C)C)C(C)C2=O)c1 (stereo not drawn)	0	0
O=C1N2CN(C3CCCCC3)CN=C2SC1(CO)CO	3	-3
COc1ccc(OCCOC(=O)Nc2ccccc2)cc1	-8	3
O=S(=O)(Nc1ccc(Br)cc1)c1ccc(Cl)cc1	-22	-8
CCOCCCNC(=O)c1cc2n(n1)CCCN(Cc1cccc(F)c1)C2=O	-8	0
COc1ccccc1-c1[nH]ncc1CN1CCC(N(C)C)C(CO)C1 (stereo not drawn)	3	-7

(further entries)
SMILES	mHTT-CaM PPI inh	Pf apPOL block
Cc1nc2cc(-c3noc(Cc4cccc(Cl)c4)n3)ccc2o1	-32	0
O=C(O)CC(c1ccco1)N1C(=O)C2C3C=CC(C4CC34)C2C1=O (stereo not drawn)	3	-4
COc1ccc2c(c1)N1CCN(c3ccccc3)CC1C(C(=O)N1CCOCC1)C2 (stereo not drawn)	32	-1
COc1ccc(C)cc1NC(=O)N1CC2CC(NC(=O)c3ccccc3)C1C2 (stereo not drawn)	9	-6
Cc1cccc(O)c1N=Cc1cc([N+](=O)[O-])ccc1O	4	5
CN(CC(=O)N1CCCc2c1c(=O)oc1ccc(OCc3ccccc3)cc21)C1CCCCC1	-3	0
COc1ccc(C(=O)C(O)c2ccc(OC)cc2)cc1 (stereo not drawn)	-1	-6
COc1ccc(-c2nc3s/c(=C\c4cccc(F)c4)c(=O)n3n2)cc1	-5	16
CC(=O)N1CCN(C(C(=O)NCc2ccccc2F)C2CCCC2)CC1 (stereo not drawn)	12	-5
O=C(NCc1ccccc1)c1ccc(N2C(=O)CSC23C(=O)Nc2ccccc23)cc1 (stereo not drawn)	13	-3
COc1ccc(NC(=O)C2=C(C)NC(=O)NC2c2cccs2)c(OC)c1 (stereo not drawn)	2&4	0&-7
Cc1ccc(C(=O)NC(N2CC(C)OC(C)C2)C(Cl)(Cl)Cl)cc1 (stereo not drawn)	4	-1
COc1ccc(C(=O)C=Cc2cc(OC)ccc2OC)cc1	-43	-2
CC(=O)c1cccc(NC(=O)N2CCC(Oc3ccccc3)CC2)c1	5	-1
CCN(CC)C(=O)CSc1nc2ccc(NC(=O)c3ccccc3)cc2s1	7	-1
COc1ccc(-c2cccc(C3CC=CC4C3C(=O)N(Cc3ccccc3)C4c3ccc4ccccc4c3)c2)cc1 (stereo not drawn)	1	-2
COc1cccc2cc(C(=O)Nc3ccc4cn[nH]c4c3)oc12	3	5
COc1ccc2oc(=Nc3cccc(C(F)(F)F)c3)c(C(=O)NC(C)=O)cc2c1	2	-3
O=C(NCCCc1ccccc1)C1CCCCC1	-6	1
O=C(CS(=O)(=O)Cc1ccccc1)Nc1nc2cc3c(cc2s1)OCO3	9	0
COc1cc(/C=C2\C(=O)NN(c3ccc(Br)cc3)C2=O)cc(Br)c1O	40	4
COc1ccc(C)cc1N1C=C(C#N)S(=O)(=O)c2ccc(F)cc21	-10	-1
COc1cc(/C=C2\C(=O)Nc3ccc(Br)cc32)cc(Br)c1O	100*	-6
COc1ccc(-c2cn3ccn(-c4ccc(C)cc4C)c(=O)c3n2)cc1OC	2	-3
Oc1ccccc1-c1nnc(-c2ccc(Cl)cc2Cl)o1	5	5
CNC(=O)COc1ccc(Br)cc1Cl	-3	-2
CC(=NO)c1oc(C)nc1C	.	-8
O=C(Nc1cccc(C(F)(F)F)c1)c1coc(=O)c2ccccc12	11	-3
CN1C(=O)C2CCCCN2c2ccc(C(=O)NCCCN3CCCCC3)cc21 (stereo not drawn)	-3	-3
CCCC(=O)Nc1c(-c2ccc(F)cc2)nc2cc(C)ccn12	26	-3

In another format: entries from further up
| Compound | mHTT-CaM PPI inh | Pf apPOL block |
| --- | --- | --- |
| O=C(NCCCc1ccccc1)C1CCCCC1 | -6 | 1 |
| COc1cc(/C=C2\C(=O)NN(c3ccc(Br)cc3)C2=O)cc(Br)c1O | 40 | 4 |
| CN1C(=O)C2CCCCN2c2ccc(C(=O)NCCCN3CCCCC3)cc21 (stereo not drawn) | -3 | -3 |
| CNC(=O)COc1ccc(Br)cc1Cl | -3 | -2 |
| CCCC(=O)Nc1c(-c2ccc(F)cc2)nc2cc(C)ccn12 | 26 | -3 |
| COc1ccc(C)cc1N1C=C(C#N)S(=O)(=O)c2ccc(F)cc21 | -10 | -1 |

(more compounds)
SMILES	mHTT-CaM PPI inh	Pf apPOL block
COc1nc(N)nc(-c2csc(C)n2)n1	.	-2
CCOc1ccc(NC(C)=O)cc1[N+](=O)[O-]	0	0
COc1cccc2c1N1C(=O)c3c(C(=O)O)cccc3C1CC2(C)C (stereo not drawn)	-4	-6
Cc1cc(C)n(-c2ccc(=O)[nH]n2)n1	-4	.
CCOc1ccccc1NC(=O)N1CCCC(C)(C(=O)NCc2ccc(F)cc2)C1 (stereo not drawn)	11	-5
COc1ccc(N(CC(=O)N2CCCCC2)S(=O)(=O)c2ccccc2[N+](=O)[O-])c(OC)c1	23	-1
CCc1ccc(NC(=O)N2CCC(n3cnc4ccc(F)cc4c3=O)CC2)cc1	-3	-14
CSc1nsc(SC)c1NC(=O)Nc1ccccc1[N+](=O)[O-]	4	4
O=C(N=c1sccn1Cc1ccc(C(=O)N2CCCC2)cc1)c1ccccc1F	7	58*
COC(=O)c1cc(Cl)cc(Cl)c1-c1c(Cl)cc(Cl)cc1C(=O)OC	.	-7
COc1ccc2c(c1)OC(=Cc1ccc(F)cc1)C2=O	1	-7
Nc1nc(NCc2ccccc2)c(I)c(=O)[nH]1	2	0
CN(C)c1ccc(-c2nnc(C(=O)c3ccccc3)o2)cc1	8	-3
CC(=O)N1CCc2cc(Br)cc(S(=O)(=O)NCCC3=CCCCC3)c21	0	-1
CC1=CCCC23OC2C(OC3=O)c2c(C)coc2C1 (stereo not drawn)	.	-9

Shown as comma-separated lines: 2 of the compounds above
molecule,mHTT-CaM PPI inh,Pf apPOL block
CSc1nsc(SC)c1NC(=O)Nc1ccccc1[N+](=O)[O-],4,4
O=C(N=c1sccn1Cc1ccc(C(=O)N2CCCC2)cc1)c1ccccc1F,7,58*

Going on with the list:
SMILES	mHTT-CaM PPI inh	Pf apPOL block
Cc1ccc(C(=O)N2CCC(CC(=O)NCc3ccccc3Br)CC2)cc1	4	-5
c1ccc2c(N3CCCC3)nc(-c3ccncc3)nc2c1	6	-4
COc1cc(C=Nc2cccc(C(C)=O)c2)cc(OC)c1OC	-3	-7
CCc1ccc(-n2[nH]c3c(cnc4ccc(C(=O)N5CCCC(C)C5)cc43)c2=O)cc1 (stereo not drawn)	0	-2
CC(C)(C)N1Cc2nnn(CC3CCCCC3)c2-c2cc(F)ccc2S1(=O)=O	4	3
CC(C)[C@@H](CO)N1Cc2nnn(Cc3ccccc3)c2-c2ccccc2S1(=O)=O	3	-13
COc1ccc2nc(NC(=O)/C=C/c3cccc(I)c3)sc2c1	19	-4
O=C(c1ccc(Cl)cc1)N1CCN(c2nc(CN3CCOCC3)cs2)CC1	14	-1
Cc1cc(SCCS(=O)(=O)CCSc2cc(C)c(Cl)cc2C)c(C)cc1Cl	.	-3
O=C(NCc1ccccn1)C1CCN(c2ccccc2Br)C1=O (stereo not drawn)	7	-8
Cc1ccc(N=C(NOCc2ccccc2Cl)c2nonc2N)cc1	-16&-10	-2&-5
COc1ccccc1C(=O)Nc1ccccc1NC(=O)Nc1ccccc1Cl	-5	-6
COC(C(=O)NCCC1=CCCCC1)c1ccccc1 (stereo not drawn)	-7	0
O=C(CN1CC(c2nc(-c3ncccn3)no2)C1)NCC1CCCO1 (stereo not drawn)	-19	-2
O=C(Cc1ccccc1)Nc1ccc(C(=O)O)cc1	-3	-2
COc1ccc(CN2C[C@H](COCc3ccccc3)Oc3cccc(F)c3S2(=O)=O)cc1	-21	-3
NC(=O)c1nc(Cl)c(N)nc1N	-5	.
CC(C)(C)C(=O)Nc1cc(NC(=O)C(C)(C)C)cc([N+](=O)[O-])c1	4	-6
O=C(NCC1(O)CCc2ccccc21)c1ccc2c(c1)OCO2 (stereo not drawn)	-3&-14	-4&-12

Screening data (PubChem BioAssay)
